Tb PFK inh: T. brucei PFK enzyme inhibition; T. brucei PFK, ADP-Glo luminescence; Potency, µM (titrated, usually from 57.5 µM), inactives show at the highest dose activity, negative = inhibition, usual class: inhibitors; O15648; AID 485367; actives 0.17% (n = 330,000);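 note: potency is the fitted concentration of half-maximal effect; 0% = uninhibited 1x PFK enzyme wells and -100% = no-enzyme wells; nearly all actives have a fitted effect of over 60% in size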
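In TEA buffer at pH 8.0 with 5 mM MgCl2, enzyme (1.25 nM) converted F6P (0.5 mM) and ATP (0.1 mM) for 45 min at room temperature. ADP product was read by luciferase luminescence.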
ASM inhibitor: blocks human secretory acid sphingomyelinase. AID 504937. actives 0.006% (n = 340,000). P17405. Potency, µM (titrated, usually from 57.5 µM), for the others: at the highest dose activity change, negative = inhibition, hits mostly inhibitors. placental ASM, HMU-PC fluorogenic substrate, 60 min; note: potency is the fitted concentration of half-maximal effect
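Fluorescence read-out (Ex 386 nm, Em 447 nm) after stopping the reaction at pH 10. Enzyme: ASM from human placenta; substrate HMU-PC0, 9 uM final; 60 min, 37 °C. Compound preincubation 10 min, ambient temperature.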
TCR act: activators of T cell receptors | 330,000 tested, under 10 active | Potency, µM (highest dose often 9.22 µM), for inactives: at the highest dose activation of IL-2 secretion, most hits filed as activators | AID 504894 | primary human leukocytes, anti-CD3, IL-2 HTRF, 48 h; note: % of control where 0% means no effect
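TCR engagement came from a-CD3 beads alone, with compounds added to primary human leukocytes for 48 hr. Secreted IL-2 bridged europium cryptate- and d2-labelled anti-IL-2 antibodies, giving FRET emission at 665nm after 320nm excitation.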
Mito fusion yeast: mitochondrial division inhibition or fusion activation. S. cerevisiae fusion-defective mutant growth rescue, CellTiterGlo 48 h. Potency, µM (series often up to 46.1 µM), for inactives: top-dose growth rescue (activation), hits mostly activators. actives 0.23% (n = 320,000);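 note: potency is the fitted concentration of half-maximal effect; % of control where 0% means no effect; nearly all actives have a fitted effect of over 45% in size; temperature-sensitive fusion mutants such as fzo1-1 at 37 °C on non-fermentable ethanol glycerol medium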
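Temperature-sensitive fusion-defective S. cerevisiae (e.g. fzo1-1, mgm1-5) were grown with compound in YPEG medium (3% ethanol, 3% glycerol) for 48 hours at 37C. Growth rescue was measured as viability by CellTiterGlo luminescence after 10 minutes at ambient.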
A-T KAP1 phos: potential ataxia-telangiectasia treatments restoring KAP-1 phosphorylation; […] A-T fibroblasts, KAP-1 phosphorylation AlphaLISA; neocarzinostatin DNA damage 30 min before lysis; Potency, µM (titrated, usually from 57.5 µM), for inactives: at the highest dose activation, actives largely listed as activators; actives 0.19% (n = 320,000); note: potency is the fitted concentration of half-maximal effect; % of control where 0% means no effect; nearly all actives have a fitted effect of over 45% in size
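ATM-like activity read as KAP-1 phosphorylation via AlphaLISA donor/acceptor antibody pairs after lysis and 6 hr at 25C. Cells were ATM-null patient fibroblasts ([…], hTERT), dosed 60 min, then exposed to the DSB inducer NCS for 30 min.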
PTAP TSG101 blk: blocks PTAP/TSG101 interaction to inhibit HIV-1 budding; Q99816; Fluorescence polarization, FITC-PTAP peptide / Tsg101 binding; Potency, µM (series often up to 115 µM), for inactives: at the highest dose activity change, negative = inhibition, actives largely listed as inhibitors; 340,000 tested, under 10 active; AID 493005; active = well fitted inhibition curve with a large enough effect in the main read-out, with a control signal flat, not every such curve was filed as active; inconclusive = small, poorly fitted or top-dose-only effect, or effect the other way, or a change in a side signal; inactive = no such curve, though single readings can be large or run the other way; note: potency is the fitted concentration of half-maximal effect; % of control where 0% means no effect
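FP read-out: FITC-PTAP peptide, 50 nM final, binding Tsg101 binding domain, 10 uM final; 20 min, r.t.; 10 mM HEPES pH 7.5, 0.15 M NaCl, 0.01% Tween 20, 3 mM EDTA, 0.1 mM TCEP.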
BCR signal inh: inhibitors of chronic active B-cell receptor signaling; ABC-DLBCL IkBa-CBG/CBR reporter, luminescence ratio, 4 h; Potency, µM (titrated, usually from 46.1 µM), without a hit: at the top dose ratio change, negative = lower green/red ratio, usual class: inhibitors; actives 0.05% (n = 340,000); AID 493014; active = well fitted inhibition curve with a large enough effect in the signal ratio, with a control signal flat, not every such curve was filed as active; inconclusive = small, poorly fitted or top-dose-only effect, or effect the other way, or a change in a side signal; the % refers to the signal ratio;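 note: potency is the fitted concentration of half-maximal effect; plate controls were basal doxycycline-induced cells for no effect and cells given 10 µM MG132 for full effect; MG132 reads +100%, hits lower the ratio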
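TMD8 human ABC-DLBCL cells with doxycycline-inducible IκBα–green luciferase fusion and unfused red luciferase, in 0.5% FBS medium; compounds up to 46 uM, 4 h at 37C. Green/red luminescence ratio, filter-overlap corrected, fitted to concentration-response curves.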
TSHR antag: antagonists of human thyroid stimulating hormone receptor; AID 504810; P16473; activity change, negative = inhibition, % at 11.5 µM; TSHR-expressing cells, TSH-stimulated cAMP HTRF, 2 h; active compounds read low; actives 0.2% (n = 330,000);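 active = activity change below a set negative limit, meaning inhibition stronger than a set level, cut at about -70% in these data; inconclusive = activity change between two set negative limits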; note: % is set by controls: 0 for no effect and ±100 for the full control effect
Target sequence (P16473 whole entry, looked up): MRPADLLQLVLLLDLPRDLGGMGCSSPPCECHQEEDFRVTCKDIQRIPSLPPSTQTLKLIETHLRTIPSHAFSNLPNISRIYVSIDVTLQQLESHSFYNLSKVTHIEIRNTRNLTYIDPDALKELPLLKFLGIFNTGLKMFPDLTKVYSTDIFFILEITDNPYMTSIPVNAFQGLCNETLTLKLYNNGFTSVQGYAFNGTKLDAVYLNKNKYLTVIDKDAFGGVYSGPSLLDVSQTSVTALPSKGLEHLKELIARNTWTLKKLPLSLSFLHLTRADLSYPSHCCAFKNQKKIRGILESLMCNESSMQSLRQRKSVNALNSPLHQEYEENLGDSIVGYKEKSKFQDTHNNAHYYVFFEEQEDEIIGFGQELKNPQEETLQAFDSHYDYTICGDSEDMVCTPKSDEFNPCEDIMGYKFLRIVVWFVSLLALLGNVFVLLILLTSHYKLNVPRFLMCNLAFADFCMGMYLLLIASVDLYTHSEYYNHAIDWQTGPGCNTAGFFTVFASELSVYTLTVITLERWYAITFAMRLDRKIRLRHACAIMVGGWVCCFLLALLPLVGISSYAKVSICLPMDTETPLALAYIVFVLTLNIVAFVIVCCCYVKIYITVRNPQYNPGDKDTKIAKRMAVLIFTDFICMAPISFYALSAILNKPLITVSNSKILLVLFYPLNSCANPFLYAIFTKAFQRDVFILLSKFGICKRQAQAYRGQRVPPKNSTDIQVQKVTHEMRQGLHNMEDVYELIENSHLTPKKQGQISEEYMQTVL
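Competitive HTRF cAMP read-out (cryptate anti-cAMP antibody, cAMP-d2; 30 min, room temperature) in freshly harvested TSHR cells. Compounds added before TSH at EC80 (4nM final), followed by 2 hours' incubation at 37 deg C.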
ELG1 DNA repair: ELG1-dependent DNA repair inhibition. HEK293T ELG1-luciferase reporter, luminescence, 16 h; DNA damage induced by 5-fluorouridine. Potency, µM (highest dose often 46.1 µM), inactives show top-dose activity change, negative = inhibition, hits mostly inhibitors. actives 2.3% (n = 330,000); note: potency is the fitted concentration of half-maximal effect; % is set by controls: 0 for no effect and ±100 for the full control effect; nearly all actives have a fitted effect of over 55% in size
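Luminescence from the luciferase reporter, measured 30 min after ONE-Glo reagent at room temperature, was the read-out. Beforehand, 2,000 cells per well were exposed for 16 hr at 37 °C to 5-fluorouridine together with compound or vehicle.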
Eya2 inh: Eya2 (human) phosphatase inhibition; recombinant Eya2, OMFP fluorescence dephosphorylation (OMFP is methylfluorescein phosphate); Potency, µM (doses to about 76.9 µM), for the others: at the top dose activity, negative = inhibition, actives largely listed as inhibitors; actives 0.006% (n = 330,000); AID 488837; note: potency is the fitted concentration of half-maximal effect; % is set by controls: 0 for no effect and ±100 for the full control effect
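Eya2 protein (added as 0.2 uM solution) was preincubated with compound for 10 min at ambient temperature in 50 mM HEPES pH 7.5, 50 mM NaCl, 5 uM MgCl2, 0.05% BSA, 1 mM DTT. OMFP (added at 50 uM) then reacted 10 min; fluorescence read at 485/525 nm.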
a7 integrin act: activators of alpha7 integrin expression for muscular dystrophy | alpha7betagal myoblasts, beta-gal FDG fluorescence, 48 h | Potency, µM (titrated, usually from 38.3 µM), inactives show top-dose activation, hits mostly activators | actives 0.064% (n = 350,000);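 note: potency is the fitted concentration of half-maximal effect; 100% = response of the positive control SU9516; nearly all actives have a fitted effect of over 60% in size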
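alpha7betagal+/- myoblasts (passage 13, 250/well) treated 48 h at 37C with compounds at 1:260 dilution of DMSO stock. Lysed, then beta-galactosidase activity read as FDG fluorescence (ex 480/em 540) after 30 min, with pre-read for autofluorescence.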
* = called active by the depositor; ? = inconclusive; / = no result given; [ ] = another dose, or the depositor's remark. Unless noted, calls come from the whole dose curve; as a rule, active = well fitted curve in the direction sought with a large enough effect; inconclusive = small, poorly fitted or top-dose-only effect, or another doubt; inactive = no such curve, though single readings can be large; an effect the other way counts as inactive or inconclusive.

cpd	molecule	Tb PFK inh	ASM inhibitor	TCR act	Mito fusion yeast	A-T KAP1 phos	PTAP TSG101 blk	BCR signal inh	TSHR antag	ELG1 DNA repair	Eya2 inh	a7 integrin act
1	Cc1cc(C)n(-c2nc3ccccc3c(=O)n2OCc2ccc(F)cc2)n1	1%	-3%	-6%	?	10%	0%	?	-8	?	-6%	6%
2	O=C(O)c1cccc(S(=O)(=O)Nc2ccc3c(c2)OCO3)c1	3%	-2%	0%	1%	4%	-6%	?	-6	0%	-18%[15.4 µM]	-16%
3	O=C(/C=C/c1ccco1)N(Cc1cccc(F)c1)C1CCS(=O)(=O)C1 (configuration not stated)	-1%	0%	5%	2%	-4%	-8%	1%	2	0%	2%	-21%
4	COc1nc(Oc2ccc(C(=O)O)cc2)nc(Oc2ccc(C(=O)O)cc2)n1	2%	3%	/	0%	15%	-2%	-7%	9	1%	22%	7%[7.66 µM]
5	O=C(Cc1c[nH]c2ccccc12)N/N=C/c1cccc(F)c1	-21%	-2%	-2%[46.1 µM]	1%	-7%	-1%	12%	-1	-15%	-15%	-7%
6	CC(Sc1nnc(N)s1)C(=O)NC1CCCCC1C (configuration not stated)	6%	0%	-1%	-1%	0%	-2%	0%	-4	4%	8%	11%
7	COc1ccc(C2Nc3ccccc3C(=O)N2c2ccccc2)cc1CSc1ccccn1 (configuration not stated)	6%	374%[activator]	-4%[46.1 µM]	-2%	4%	1%	?	8	9%	9%	0%
8	NNC(=O)/C=C/c1ccc(Cl)cc1Cl	-5%	3%	-1%	-6%	-3%	0%	3%	10	-1%	-5%	-2%
9	O=C(CSc1nc2ccccc2nc1N1CCOCC1)Nc1ccccc1F	-4%	7%	7%	1%	-3%	1%	-7%	24	?	1%	-19%
10	COC(=O)c1ccccc1NC(=S)NC(=O)c1ccc2ccccc2c1	1%	-2%	7%[46.1 µM]	-2%	3%	-3%	-3%	-6	?	2%	-12%
11	COc1cccc(NC(=S)N2CCn3cccc3C2c2cccnc2)c1 (configuration not stated)	-23%	1%	4%	14%	-5%	-3%	8%	-22	-8%	-1%	-14%
12	N#CCCN(C(=O)COC(=O)CCc1ccccc1)c1ccccc1	2%	1%	-7%	16%	6%	0%	6%	1	7%	-15%	6%
13	CCOC1OC(=O)C(Cl)=C1Nc1cc(C)ccc1C (configuration not stated)	0%	0%	-4%	29%	1%	-4%	21%	-7	-14%	12%	5%
14	COc1ccc([C@H]2CC(=O)C=C(c3ccc(Cl)c(Cl)c3)C2)cc1	3%	-18%	-5%	?	3%	-4%	9%	7	8%	10%	36%
15	CC(C)CCN(C(=O)CNC(=O)c1cccs1)C(C(=O)NC1CCCC1)c1ccncc1 (configuration not stated)	2%	-3%	1%	-2%	5%	-2%	-6%	5	19%	5%	-7%
16	Cc1ccc(S(=O)(=O)NCC(=O)OCC(=O)NCCc2ccccc2)cc1	1%	2%	1%	1%	-4%	0%	1%	-1	11%	12%	-20%
17	COc1cccc(NC(=O)CN(C)C(=O)c2ccc(NS(=O)(=O)c3ccc(F)cc3)cc2)c1	-4%	5%	3%	0%	-1%	-2%	6%	4	11%	-9%	20%
18	CCCC(NC(=O)CNC(=O)C(C)(C)C)C(=O)O (configuration not stated)	10%	6%	-2%	-3%	-4%	0%	6%	12	11%	-8%	11%
19	O=C(CCC(=O)N(CC(=O)NC1CCCCC1)Cc1cccs1)Nc1nccs1	-1%	3%	1%	-9%	-3%	4%	?	8	-18%	-14%	-33%
20	CCOC(=O)CSc1cc(CS(=O)(=O)c2ccccc2)nc(-c2ccccc2)n1	0%	-9%	9%	2%	2%	-2%	8%	-10	0%	-22%	-1%
21	Cc1cc(NC(=O)CCSc2ccccc2)ccc1Br	5%	-4%	-5%[46.1 µM]	-28%	4%	1%	?	-19	?	1%	-8%
22	CCn1ncc(Cl)c1C(=O)Nc1ccncc1	1%	-1%	-21%	-4%	-2%	0%	-5%	14	28%	13%	0%
23	COCc1cc(C)nc(SCC(=O)Nc2cc3c(cc2C#N)OCO3)c1C#N	1%	8%	-1%	2%	3%	-1%	2%	-3	?	1%	-14%
24	O=c1[nH]nc(-c2ccccc2)c2ccccc12	2%	-3%	-21%	15%	?	-5%	1%	-31	?	-4%	41%
25	O=[N+]([O-])c1ccc2[nH]c3c(c2c1)CCCC3O (configuration not stated)	-24%	-2%	-4%	0%	0%[11.5 µM]	0%	6%	-3	-20%	1%	0%
26	CCOc1c(CNCCN2CCOCC2)cccc1OC	1%	3%	-8%	-2%	-2%	-4%	-24%	7	-1%	24%	17%
27	Cc1ccc(CNC(=O)[C@H](C)NC(=O)C2CCN(C(=O)[C@@H](N)CC(C)C)CC2)cc1	1%	-2%	-5%	-2%	-2%	-6%	?	3	19%	4%	2%
28	OCCCn1c(CCCNc2nc(-c3cccc(Br)c3)cs2)nc2cc(Cl)c(N3CCCCC3)cc21	-4%	-16%	6%	10%	-4%	-6%	14%	-12	-26%	7%	-16%
29	CCOC(=O)Cc1csc(NC(NC(=O)OCC)(C(F)(F)F)C(F)(F)F)n1	0%	2%	-3%	-2%	2%	-1%	?	-8	-6%	-10%	-2%
30	O=C(NCc1ccc(C(F)(F)F)cc1)C1CC(c2cccc(F)c2)=NO1 (configuration not stated)	4%	4%	3%	-30%	?	-2%	0%	-33	7%	-17%	2%
31	O=C(Nc1ccc(Br)cc1F)c1ccncc1	-1%	-1%	4%[46.1 µM]	-3%	4%	-1%	-19%	-4	?	8%	11%
32	COc1cccc(NC(=O)CN(C)C(=O)CSc2ccc3c(c2)OCCO3)c1	-17%	5%	1%	1%	-1%	0%	?	-15	-9%	-14%	-8%
33	Cc1ccc(CNS(=O)(=O)c2ccc(CN3C(=O)c4cccnc4C3=O)s2)o1	0%	0%	-2%	-1%	2%	0%	-3%	-89*	21%	14%	-9%
34	O=C(NCc1cccnc1)c1ccc(-c2ccccc2[N+](=O)[O-])o1	9%	5%	3%[46.1 µM]	1%	9%	-1%	-3%	-3	24%	7%	-5%
35	CCCCN(C(=O)CSCC(=O)Nc1cccc(C)c1)c1c(N)n(Cc2ccccc2)c(=O)[nH]c1=O	-3%	27%	-2%	0%	1%	-1%	10%	-11	?	21%	29%
36	CC(C)CC(=O)Nc1ccccc1Oc1ccccc1	-2%	-1%	-1%	10%	6%	-4%	15%	0	0%	14%	-27%
37	c1ccc(CN=C2NN=C(c3cc4ccccc4o3)CS2)cc1	-4%	4%	6%[46.1 µM]	0%	-6%	-2%	-5%	6	?	0%	4%
38	CCOc1ccc(C(=O)NCC(=O)NCC(c2ccc(OC)cc2)N2CCOCC2)cc1OCC (configuration not stated)	0%	3%	-4%	-2%	-14%	-4%	-11%	-3	-7%	19%	-6%
39	CN(CC(=O)Nc1ccc(F)cc1)C(=O)COC(=O)C1CCN(c2ccc(C(F)(F)F)cn2)CC1	-2%	-2%	3%	3%	10%	-5%	?	-10	1%	-36%	6%
40	Cc1nc(C(F)(F)F)c(C(=O)N/N=C(\N)c2cccnc2)s1	2%	2%	6%	-8%	1%	-1%	-14%	6	14%	-17%	-10%
41	Cn1c(=O)c2ncn(CC(=O)Nc3nc(-c4ccc(Cl)cc4)cs3)c2n(C)c1=O	1%	-7%	4%	-13%	-1%	1%	-2%	21	?	3%	2%
42	O=C(COc1ccccc1[N+](=O)[O-])Nc1cccc(C(=O)Nc2ccccc2C(=O)O)c1	4%	-3%	3%	-1%	4%	-3%	-9%	4	-3%	-9%	-4%
43	COc1ccc(C(=O)Nc2ccnn2C2CCN(CCC(C)c3ccc(C)o3)CC2)cc1 (configuration not stated)	-9%	39%	0%	-1%	11%	-2%	2%	-2	-1%	-7%	-20%
44	COC(=O)C1CC(c2ccc(Cl)cc2)=NO1 (configuration not stated)	-4%	2%	3%	26%	1%	0%	14%	0	12%	5%	3%

Assay outcomes: PubChem, National Center for Advancing Translational Sciences (NCATS)
